T cruzi growth = inhibitors of T. cruzi proliferation; T. cruzi beta-gal in NIH3T3, GalScreen luminescence, 90 h; inhibition, % at 8.34 µM; 77,000 tested, 5.9% active;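 active means mean inhibition above about 93%, with at least 55% of replicates each passing it, limit read from the data, passing the limit was not always enough; inconclusive means only one of those two conditions holds; inactive means neither condition holds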
GASC1 inh = inhibitors of human demethylase GASC-1 KDM4C; Q9H3R0; GST-KDM4C 2-372, H3K9me3 peptide, LANCE TR-FRET; inhibition, % at 12.5 µM; 96,000 tested, 0.15% active;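 active means mean replicate inhibition above about 25%, with at least 55% of replicates also reaching it, limit read from the data, passing the limit was not always enough; inconclusive means only one of those two conditions met; inactive means neither condition met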
Target sequence (Q9H3R0 2-372 limits assumed): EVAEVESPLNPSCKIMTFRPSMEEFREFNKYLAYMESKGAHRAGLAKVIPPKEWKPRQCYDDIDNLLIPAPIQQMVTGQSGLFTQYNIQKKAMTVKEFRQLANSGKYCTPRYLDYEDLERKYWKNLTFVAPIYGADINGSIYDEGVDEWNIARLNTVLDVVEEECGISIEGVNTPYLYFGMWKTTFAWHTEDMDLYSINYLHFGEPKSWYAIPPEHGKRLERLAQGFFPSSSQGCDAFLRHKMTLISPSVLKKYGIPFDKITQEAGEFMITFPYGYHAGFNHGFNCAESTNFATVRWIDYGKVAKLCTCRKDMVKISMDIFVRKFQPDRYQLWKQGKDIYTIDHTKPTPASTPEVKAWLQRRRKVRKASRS
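Compound: one test concentration per compound; Material: GST-GASC-1 enzyme fragment 2-372; Amount: GASC-1 enzyme at 10 nM final in reaction; Also added: H3K9me3 peptide substrate, Fe(II), 2-oxoglutarate; Technique: LANCE TR-FRET; Times: 30 min demethylation and 1 h detection at room temperature.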
Pf Dd2 inh = P. falciparum Dd2 growth inhibition | SYBR Green, 72 h; stronger effect = lower value | activity change, % at 10 µM | 94,000 tested, 2.3% active | AID 1159554; in the data active means activity change below about -80%; inconclusive means no clear call, values can overlap the other calls
C diff HTS = inhibitors of Clostridium difficile growth | Clostridium difficile clinical isolate growth, OD600, 24 h; stronger effect = lower value | growth activity, negative = inhibition, % at 16 µg/mL (by protocol) | 86,000 tested, 0.25% active | AID 1259249;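 active means mean growth activity at or below -80% and every replicate also at or below -80%; inconclusive means mean at or below -80% but some replicate above -80%; inactive means mean growth activity above -80%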;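 further: 0% = DMSO wells and -100% = levofloxacin 16 µg/mL wells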
Numbers without * were called inactive; ? = inconclusive; / = no result given; & = joins results of further samples.

SMILES	T cruzi growth	GASC1 inh	Pf Dd2 inh	C diff HTS
COc1cccc(C(=O)Nc2ccc3c(c2)OC[C@H](C)N(CC2CC2)C[C@@H](C)[C@H](OC)CN(C)C3=O)c1	-26.4	-1.2	-2.0	-5.2
CNC[C@H]1OCCCC[C@@H](C)Oc2ccc(NC(=O)Nc3ccc4c(c3)OCO4)cc2C(=O)N([C@@H](C)CO)C[C@H]1C	3.1	1.4	/	-0.4
N#C[C@@H]1[C@H](c2ccc(C3=CCCCC3)cc2)[C@H](CO)N1C(=O)NC1CCCC1	/	-0.7	-82.6*	37.0
O=C(C[C@@H]1CC[C@H](NC(=O)C2CC2)[C@H](CO)O1)NCc1ccccc1Cl	/	1.1	0.6	-0.7
N#C[C@@H]1[C@@H](c2ccc(C#Cc3cccnc3)cc2)[C@@H](CO)N1C(=O)C1CCC1	59.8	4.1	2.2	3.5
Cc1noc(C)c1NC(=O)Nc1ccc2c(c1)CC(=O)N([C@@H](C)CO)C[C@@H](C)[C@@H](CN(C)C(=O)Nc1ccc(F)cc1)O2	-2.0	-0.1	31.8	6.1
CO[C@@H]1CN(C)C(=O)c2ccc(NC(=O)Nc3cccc(F)c3)cc2OC[C@@H](C)N(C(=O)C2CC2)C[C@H]1C	-6.0	1.2	/	/
Cc1ccc(S(=O)(=O)N[C@@H]2C=C[C@@H](CC(=O)NCc3ccc(Cl)c(Cl)c3)O[C@@H]2CO)cc1	-2.9	-0.5	13.4	1.7
O=S(=O)(c1ccccc1F)N1[C@@H]2CNC[C@H]1C2c1ccc(-c2cccc(F)c2)cc1 (some centres undefined)	/	-0.6&2.9	-4.7&-32.8	9.5&2.4
CO[C@H]1CN(C)C(=O)c2cc(NC(=O)NC3CCCCC3)ccc2OC[C@H](C)N(CCc2ccccc2)C[C@H]1C	-233.7	1.0	-32.4	/
CO[C@@H]1CN(C)C(=O)c2cc(NS(=O)(=O)c3ccc(-c4ccccc4)cc3)ccc2OC[C@@H](C)NC[C@@H]1C	42.8	-0.7	-12.2	8.3
C[C@@H]1CCCCO[C@@H](CN(C)C(=O)c2ccncc2)[C@@H](C)CN([C@H](C)CO)C(=O)c2cc(NC(=O)c3ccccc3)ccc2O1	51.7	1.0	14.6	-2.6
C[C@H](CO)N1C[C@H](C)[C@@H](CN(C)CC2CC2)Oc2ccc(NC(=O)CCCN(C)C)cc2C1=O	10.0	0.3	-34.6	2.2
C[C@@H]1CN([C@H](C)CO)C(=O)c2c(c3ccccc3n2C)-c2ccccc2CO[C@@H]1CN(C)C(=O)Nc1ccnc(N2CCOCC2)c1	/	0.6	-33.2	3.2
CCCNC(=O)N[C@H]1CC[C@@H](CCn2cc(C3CCCC3)nn2)O[C@H]1CO	-75.7	0.0	12.6	/
C[C@@H](O)C#Cc1cnc2c(c1)C(=O)N([C@@H](C)CO)C[C@H](C)[C@H](CN(C)CC1CCOCC1)O2	/	0.9	54.4	7.4
COc1ccc(S(=O)(=O)Nc2ccc3c(c2)CC(=O)N([C@H](C)CO)C[C@@H](C)[C@@H](CN(C)Cc2ccc(-c4ccccc4)cc2)O3)cc1	66.3	0.6	17.6	13.2
C[C@@H]1CN([C@H](C)CO)C(=O)c2cccc(NC(=O)c3ccncc3)c2O[C@@H]1CN(C)Cc1ccc2c(c1)OCO2	32.1	-0.3	-1.6	0.9
CCCN(C)C[C@H]1OCCCC[C@@H](C)Oc2ccc(NC(=O)CCCN(C)C)cc2C(=O)N([C@@H](C)CO)C[C@@H]1C	-11.9	1.2	-5.5	7.6
Cc1ccc(S(=O)(=O)N(C)C[C@H]2OCCCC[C@@H](C)Oc3ccc(NC(=O)Nc4ccccc4)cc3C(=O)N([C@H](C)CO)C[C@@H]2C)cc1	26.7	-2.4	-25.4	1.9

Three entries from above, as comma-separated lines.
SMILES,T cruzi growth,GASC1 inh,Pf Dd2 inh,C diff HTS
CCCNC(=O)N[C@H]1CC[C@@H](CCn2cc(C3CCCC3)nn2)O[C@H]1CO,-75.7,0.0,12.6,/
C[C@@H](O)C#Cc1cnc2c(c1)C(=O)N([C@@H](C)CO)C[C@H](C)[C@H](CN(C)CC1CCOCC1)O2,/,0.9,54.4,7.4
COc1ccc(S(=O)(=O)Nc2ccc3c(c2)CC(=O)N([C@H](C)CO)C[C@@H](C)[C@@H](CN(C)Cc2ccc(-c4ccccc4)cc2)O3)cc1,66.3,0.6,17.6,13.2

Later entries
SMILES	T cruzi growth	GASC1 inh	Pf Dd2 inh	C diff HTS
O=S(=O)(c1ccc(F)cc1)N1C[C@@H]2[C@H](c3ccccc31)[C@@H](CO)N2Cc1ccccc1Cl	89.9	0.3	-11.1	1.1
C[C@@H]1CN([C@@H](C)CO)C(=O)c2cc(NC(=O)CCC(F)(F)F)ccc2O[C@@H]1CN(C)S(=O)(=O)c1cccs1	-59.8	-0.4	34.4	/
C[C@@H]1CN([C@H](C)CO)C(=O)c2cc(-c3cccc(C(=O)N(C)C)c3)cnc2O[C@H]1CN(C)S(=O)(=O)c1ccccc1	/	1.3	-21.5	-0.5
C[C@H](CO)N1C[C@H](C)[C@H](CN(C)Cc2ccncc2)Oc2ccc(NC(=O)Nc3ccccc3)cc2CC1=O	10.6	9.1	-25.0	-3.6
C[C@@H]1CN([C@H](C)CO)C(=O)c2cc(C#CC3CCCC3)cnc2O[C@@H]1CN(C)C(=O)c1ccncc1	/	2.0	0.2	4.8
C[C@H](CO)N1C[C@H](C)[C@@H](CN(C)C(=O)Cc2ccccc2)OCCCC[C@H](C)Oc2ccc(NC(=O)NC3CCCCC3)cc2C1=O	70.2	/	-22.3	-9.1
Cc1cc(C(=O)Nc2cccc3c2O[C@H](CN(C)C(=O)NC2CCCCC2)[C@@H](C)CN([C@@H](C)CO)C3=O)n(C)n1	25.9	0.5	0.9	1.6
COc1ccc(NC(=O)N(C)C[C@H]2Oc3c(NC(=O)Nc4ccc(F)cc4)cccc3C(=O)N([C@H](C)CO)C[C@H]2C)cc1	6.8	-2.4	-2.9	2.6
COCC(=O)Nc1ccc2c(c1)OC[C@@H](C)N(Cc1ccccc1OC)C[C@H](C)[C@@H](OC)CN(C)C2=O	72.2	0.9	-53.2	/
Cc1ccc(S(=O)(=O)Nc2cccc3c2O[C@H](CN(C)S(C)(=O)=O)[C@H](C)CN([C@H](C)CO)C3=O)cc1	25.3	-0.2	23.9	-1.1
O=C(NCC[C@@H]1CC[C@H](NS(=O)(=O)c2ccccc2F)[C@@H](CO)O1)c1ccc(F)cc1	103.7*	-0.4	8.6	/
C[C@H](CO)N1C[C@H](C)[C@@H](CN(C)C(=O)Nc2cccc3ccccc23)OCCCC[C@H](C)Oc2ccc(NS(=O)(=O)c3cccs3)cc2C1=O	102.2*	-1.6	-67.6	4.6
C[C@@H]1CN([C@H](C)CO)C(=O)c2cc(/C=C/c3ccccc3)cnc2O[C@@H]1CN(C)Cc1cncnc1	26.8	2.3	-20.3	-14.2
CCN(C[C@@H]1[C@H](c2ccccc2)[C@@H](CO)N1C(C)=O)C(=O)c1ccccn1	-30.8	-0.6	13.1	1.1
C[C@@H]1CCCCO[C@H](CN(C)C(=O)CCC(F)(F)F)[C@H](C)CN([C@H](C)CO)C(=O)c2cc(NS(=O)(=O)c3ccccc3)ccc2O1	13.1&11.7	-3.3	-16.6&-36.5	5.1&5.3
COc1ccc(NC(=O)N(C)C[C@H]2Oc3ccc(NC(=O)Cc4cn(C)c5ccccc45)cc3C(=O)N([C@H](C)CO)C[C@@H]2C)cc1	0.7	/	0.2	2.3
COc1ccccc1CNC(=O)C[C@@H]1CC[C@H]2[C@@H](COC[C@H](O)CN2C(=O)Nc2ccc(Cl)cc2)O1	70.7	0.6	1.9	/
O=C(Nc1ccc(F)cc1)N1CC(=O)N2[C@@H](CO)[C@H](c3ccc(Br)cc3)[C@@H]2C1	/	-1.7	5.5	-0.4
CNC(=O)C[C@H]1CC[C@@H]2[C@@H](COc3ccc(NC(=O)Nc4c(C)noc4C)cc3C(=O)N2C)O1	-0.4	0.2	11.4	3.3
Cc1noc(C)c1NC(=O)N(C)C[C@@H]1Oc2ccc(N(C)C)cc2CC(=O)N([C@H](C)CO)C[C@@H]1C	25.7	4.0	9.5	2.2
O=C(Cc1ccccc1)N1CC(=O)N2[C@H](C1)[C@H](c1ccc(C3=CCCC3)cc1)[C@@H]2CO	/	-0.2	22.7	4.4
C[C@H](CO)N1C[C@H](C)[C@H](CN(C)C(=O)Nc2ccccc2)OCCCC[C@H](C)Oc2ccc(NC(=O)Nc3ccccc3)cc2C1=O	66.9	-2.0	-12.5	-4.8
O=C(N[C@@H]1CC[C@@H](CCNC(=O)c2ccccc2F)O[C@@H]1CO)c1cnccn1	-66.2	-2.2	0.3	/
C[C@@H]1CCCCO[C@@H](CN(C)Cc2ccc(C(=O)O)cc2)[C@@H](C)CN([C@@H](C)CO)C(=O)c2cc(NC(=O)c3ccccc3)ccc2O1	42.8	2.0	-56.2	0.9
COc1ccc(NC(=O)Nc2ccc3c(c2)C(=O)N([C@H](C)CO)C[C@@H](C)[C@@H](CN(C)C(=O)NC2CCCCC2)O3)cc1	32.3	1.2	-6.9	0.7
CC(=O)N(C)C[C@@H]1Oc2cc(-c3cccnc3)ccc2S(=O)(=O)N([C@@H](C)CO)C[C@@H]1C	/	0.9	-2.6	0.6
C[C@@H]1CCCCO[C@@H](CN(C)Cc2ccncc2)[C@@H](C)CN([C@H](C)CO)C(=O)c2cc(NC(=O)CCC(F)(F)F)ccc2O1	-26.3	-1.4	8.4	-1.3
COc1ccc(NC(=O)N(C)C[C@H]2Oc3ccc(NC(=O)Nc4ccc5c(c4)OCO5)cc3C(=O)N([C@@H](C)CO)C[C@H]2C)cc1	22.4	0.3	-4.4	/
COc1cccc(-c2ccc3c(c2)[C@@H]2[C@@H](CCN2C(=O)Cc2ccncc2)[C@@H](CO)N3)c1	?	-1.6	-71.3	-5.0
C[C@@H]1CN([C@@H](C)CO)C(=O)c2cc(NC(=O)Nc3ccccc3)ccc2O[C@H]1CN(C)S(C)(=O)=O	8.4	0.4	17.9	-4.4

Quoted from the listing:
Under Pf Dd2 inh, C[C@H](CO)N1C[C@H](C)[C@H](CN(C)C(=O)Nc2ccccc2)OCCCC[C@H](C)Oc2ccc(NC(=O)Nc3ccccc3)cc2C1=O is entered as -12.5
Under T cruzi growth, COc1ccc(NC(=O)N(C)C[C@H]2Oc3ccc(NC(=O)Nc4ccc5c(c4)OCO5)cc3C(=O)N([C@@H](C)CO)C[C@H]2C)cc1 is entered as 22.4
Under GASC1 inh, CC(=O)N(C)C[C@@H]1Oc2cc(-c3cccnc3)ccc2S(=O)(=O)N([C@@H](C)CO)C[C@@H]1C is entered as 0.9
Under Pf Dd2 inh, O=C(N[C@@H]1CC[C@@H](CCNC(=O)c2ccccc2F)O[C@@H]1CO)c1cnccn1 is entered as 0.3

The results go on.
SMILES	T cruzi growth	GASC1 inh	Pf Dd2 inh	C diff HTS
O=C(N[C@H]1CC[C@@H](CCNC(=O)C2CCOCC2)O[C@H]1CO)c1ccccn1	14.6	0.8	6.1	1.6
O=C(C[C@@H]1CC[C@H](NC(=O)C2CCOCC2)[C@@H](CO)O1)NCc1ccccc1Cl	-61.7	1.2	-1.8	/
C[C@H](NC(=O)C[C@H]1C=C[C@H](NC(=O)CN2CCOCC2)[C@H](CO)O1)c1ccccc1	34.3	-1.9	13.7	/
C[C@H](CO)N1C[C@H](C)[C@H](CN(C)Cc2cccc(C(=O)O)c2)OCc2ccccc2-c2c(n(C)c3ccccc23)C1=O	-16.3	0.2	49.0	1.0
CCC(=O)Nc1ccc2c(c1)C(=O)N(C)C[C@@H](OC)[C@@H](C)CN(Cc1ccccc1C(=O)O)[C@@H](C)CO2	48.3	0.7	12.4	/
C[C@@H]1CN([C@H](C)CO)S(=O)(=O)c2ccc(-c3cccnc3)cc2O[C@H]1CN(C)C(=O)C1CCC1	75.6	0.2	-5.0	2.9
CC(C)COC(=O)N(C)C[C@H]1OCc2ccccc2-c2ccccc2C(=O)N([C@@H](C)CO)C[C@@H]1C	44.3	2.0	-17.5	1.7
O=C(c1cccc(F)c1)N1CC[C@@H]2[C@H](CO)Nc3ccc(-c4ccccc4F)cc3[C@@H]21	30.8	-3.1	9.4	-6.6
C[C@@H]1CN([C@@H](C)CO)C(=O)c2cc(NC(=O)c3ccccc3)ccc2O[C@@H](C)CCCCO[C@@H]1CN(C)C(=O)Nc1ccc(C(F)(F)F)cc1	?	0.0	-86.7*	-9.6
COc1ccccc1-c1ccc([C@@H]2[C@@H](CO)N3CCCCN(C(=O)NC4CCCC4)C[C@@H]23)cc1	77.4	1.4	12.9	16.1
Cc1ccc(-c2ccccc2[C@@H]2[C@@H](C#N)N(C(=O)Cc3cccnc3)[C@H]2CO)cc1	/	-1.3	16.3	-15.5
CCCNC(=O)Nc1ccc2c(c1)OC[C@H](C)N(CCC)C[C@@H](C)[C@@H](OC)CN(C)C2=O	27.2	0.3	-6.1	/
C[C@@H]1CN([C@@H](C)CO)C(=O)CCCn2nncc2CO[C@H]1CN(C)CC1CC1	-19.5	-0.3	10.2	/
O=C1CNC[C@@H]2[C@@H](c3ccc(-c4ccccc4F)cc3)[C@@H](CO)N12	/	0.7	-53.5	-0.8

Compound activity from PubChem.
